Bioassay records: PubChem BioAssay, several laboratories
Insulin prom up – MIN6 insulin promoter up-regulation; AID 1625; 190,000 compounds, 0.3% hits; MIN6 insulin promoter-GFP reporter, high-content imaging; active compounds read high; z-score at 5 µM;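 active = z-score above 3 at 5 µM with at least 500 cells counted in the well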
bCat nuc transl – modulators of beta-catenin nuclear translocation | HeLa beta-catenin nuclear translocation, immunofluorescence imaging | nuclear translocation activity, % at 5 µM | 190,000 compounds, 0.3% hits;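 active = nuclear translocation activity above 50% at 5 µM, with a well cell count of 50 or more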;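 also: per-cell ratio of nuclear to cytoplasmic median beta-catenin stain intensity; plate controls were DMSO negative control for no effect and GSK-3 inhibitor IX positive control for full effect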
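Test system: human HeLa cell line; Doses: 5 µM primary, 0.02–20 µM confirmation; Incubation: 24 h compound exposure, 37°C; Detection: beta-catenin immunofluorescence imaging with DAPI; Read-out: beta-catenin nuclear/cytoplasmic ratio, % activation.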
NOD2 inhibition – inhibition of NOD2-driven NF-kB reporter – cell-based, luminescence, uHTS, HEK293 (AID 1566); HEK293 NOD2/NF-kB luciferase reporter, luminescence; higher % means a stronger effect; inhibition, % at 4 µM; hits with a dose series show EC50 in µM; 290,000 compounds, 0.63% hits; in the data active = inhibition above about 50%; also: many of its hits are not listed in these tables
Dynein transport – blocks dynein driven cargo transport along microtubules. 220,000 compounds, 0.47% hits. z-score, hits read low. 3617.4 mouse cells, GR-EGFP nuclear translocation imaging; test concentration mostly 20 µM; stimulated with dexamethasone, 1 µM; active compounds read low. AID 1381;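 active = plate z-score of nuclear minus cytoplasmic receptor signal below a set negative limit, without overly bright fluorescence or cell loss, cut at about -3.5 in these data, passing the limit was not always enough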;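 also: z-score of nuclear minus cytoplasmic ring GR-EGFP intensity difference per well; some compounds called inactive have numbers as strong as hits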
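medium = tetracycline-free induction medium containing charcoal-stripped FBS | probe or stimulus = dexamethasone, 1.0 µM final | timing = 48 h induction, then 1 h compound, then 30 min agonist, 37 °C | detection = automated 10x imaging of fixed Hoechst-stained cells | read-out basis = nuclear versus cytoplasmic GR-EGFP signal, averaged per well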
MT stabilizer – stabilizes microtubules in HeLa cells; HeLa tubulin immunostaining HCS, 24 h; share of cells brighter than vehicle mean+2SD; % tubulin-high responders, % at 10 µM; 200,000 compounds, 0.83% hits;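 active = plate Z-score above 3 for both tubulin-high and condensed-nucleus cell shares, with cell loss under 80%, at 10 µM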;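 also: anti alpha tubulin signal scored within the nucleus-defined area of each cell; some results filed as inactive read as strong as hits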
WT yeast gro inh – growth inhibition of WT yeast, mitochondrial fusion screen | mitochondrial fusion phenotypic screen, WT strain | inhibition, % at 10 µM | 190,000 compounds, 2.1% hits; in the data active = inhibition above about 58%; tested in S. cerevisiae
Lipid droplet – hepatic lipid droplet formation modulation; AML12 mouse hepatocytes, oleate lipid droplets, BODIPY imaging; inhibition, % at 6.5 µM; 240,000 compounds, 0.4% hits;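 active = lipid droplet intensity inhibited by at least 50%, with more than 500 cells counted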
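Material – mouse AML12 hepatocyte cell line, fixed after treatment · Compound dosing – one dose, 6.5 µM compound · Times – compound with oleate, overnight · Measured by – Image-based BODIPY and DAPI two-channel analysis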
Yfh1-depleted yeast – mitochondrial function rescue without frataxin homolog – Friedreich's ataxia, plus single-dose screen, dose response (AID 1465); S. cerevisiae Yfh1-off respiration, WST-1 reduction, 72 h; higher fold induction means a stronger effect; fold induction at 50 µM, or EC50 in µM where a hit was titrated; 220,000 compounds, 0.074% hits;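 active = fold induction of absorbance versus untreated yeast above a set limit, then at least 30% activation at any dose in follow-up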;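 also: activators that raise dye reduction in frataxin-depleted yeast; strong numbers were not always called active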
Autophagy mod – autophagy modulation, high-content screen. MEF GFP-LC3 puncta imaging; test concentration mostly 10 µM. calls only at 10 µM (by protocol). 190,000 compounds, 0.98% hits;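 active = percentage of spot-positive cells more than 3 SD above its plate mean, without a fluorescence outlier flag or 80% toxicity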;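 also: spot-positive cell cutoff set from DMSO-treated cells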
WT yeast gro inh mutant strain – recorded beside WT yeast gro inh, whose call it bears; inhibition, %; mitochondrial fusion phenotypic screen, mutant strain inhibition
Dynein transport cytoplasmic EGFP – further read-out of Dynein transport, marked with its call; z-score; measured here: cytoplasmic GR-EGFP intensity; active compounds read high
Dynein transport nuclear GR-EGFP – second read-out of Dynein transport, no call of its own (marks repeat the call); z-score; measured here: nuclear GR-EGFP intensity;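 lower value marks the stronger effect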
Dynein transport cell count – also measured in Dynein transport; calls as there; z-score; measured here: cell count per field
Insulin prom up cell count – also measured in Insulin prom up; calls as there; cell count; measured here: cytotoxicity, nuclei count;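 total cells summed across four imaged fields per well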
Lipid droplet cells 6.5 µM – further read-out of Lipid droplet, marked with its call; cell count; measured here: cell count, cytotoxicity flag;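 cells counted across two imaged fields per well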
bCat nuc transl cell count 5 µM – further read-out of bCat nuc transl, marked with its call; cell count; measured here: cell count, cytotoxicity flag
MT stabilizer Hoechst-high % – also measured in MT stabilizer; calls as there; % Hoechst-high responders; measured here: nuclear condensation Hoechst responders;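 share of cells brighter than vehicle mean plus two SD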
MT stabilizer cytotoxicity % – recorded beside MT stabilizer, whose call it bears; toxicity, %; measured here: cytotoxicity by cell density;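 0% = mean cell density of plate MIN control wells and 100% = no cells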
Autophagy mod cell loss 18 h – further read-out of Autophagy mod, marked with its call; toxicity, %; measured here: cell loss, nuclei count;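 cell loss after 18 h compound exposure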
Numbers without * were called inactive; i = inactive; nt = not tested or not shown; + = active, no number.

SMILES	Insulin prom up	Insulin prom up cell count	bCat nuc transl	bCat nuc transl cell count 5 µM	NOD2 inhibition	Dynein transport	Dynein transport cytoplasmic EGFP	Dynein transport nuclear GR-EGFP	Dynein transport cell count	MT stabilizer	MT stabilizer Hoechst-high %	MT stabilizer cytotoxicity %	WT yeast gro inh	WT yeast gro inh mutant strain	Lipid droplet	Lipid droplet cells 6.5 µM	Yfh1-depleted yeast	Autophagy mod	Autophagy mod cell loss 18 h
CC(C)(CO)NCc1ccccc1OCC(=O)Nc1ccccc1	-0.03	1322	-0.3	916	6%	-0.74	-0.27	-0.57	0.4	3.0	2.1	1.9	56	-5	10	815	i	i	-8
O=C(NCCC1=CCCCC1)C1CCCN(S(=O)(=O)c2cccc3cccnc23)C1 (stereo not drawn)	-0.58	924	nt	nt	-32%	0.54	-0.024	0.58	-0.66	1.8	5.6	7.8	5	4	nt	nt	i	i	-3
Cc1ccc(C(=O)N2CCN(C)CC2)cc1S(=O)(=O)N1CCCCC1	0.11	1301	-1.1	1055	3%	0.011	-0.21	0.5	0.48	1.6	2.6	6.0	0	-1	nt	nt	i	i	1
Brc1ccc(-c2csc(/N=C/N3CCOCC3)n2)cc1	-0.96	1828	-0.5	1050	-3%	0.09	-0.24	0.36	-0.3	2.2	1.1	3.4	13	5	-5	695	i	i	-4
COc1ccc([C@@H](C)NC(=O)CCc2nnc(-c3cc(C)on3)o2)cc1	-0.75	1466	-1.1	986	20%	-1.1	-0.27	-0.4	0.86	2.9	2.6	3.3	-1	6	-11	668	i	i	8
O=C(CN1C(=O)C2CC=CCC2C1=O)Nc1ccc(S(=O)(=O)N2CCOCC2)cc1 (stereo not drawn)	0.01	1095	-0.2	1082	2%	1.2	-0.15	0.54	0.081	4.2	3.3	9.9	-39	-8	-6	728	i	i	-8
CC(C)Sc1nc2ccccc2n1CC(N)=O	0.21	1242	-5.2	973	-4%	-0.99	-0.21	-0.37	1.4	2.6	3.3	11	5	9	nt	nt	i	i	1
O=c1o[nH]c(-c2ccccc2)c1C=Nc1ccc(Cl)cc1	-0.75	884	0.7	1119	-17%	-0.88	-0.27	-0.057	1	8.8	2.7	9.8	-3	10	0	682	i	i	16
COc1cc2c(cc1OC)C(c1cccs1)N(C(=O)C(C)C)CC2 (stereo not drawn)	0.51	1518	-0.9	1382	-1%	-0.17	-0.19	0.71	0.15	5.7	3.4	2.1	17	38	nt	nt	i	i	1
Cn1nc(N)nc1N1CCN(c2ccc(F)cc2)CC1	0.57	1263	-3.7	1113	14%	-0.6	-0.22	-0.38	0.057	1.6	2.0	6.4	-2	-6	12	740	i	i	11
Cc1c(CCO)c(=O)n(-c2ccccc2)n1S(=O)(=O)c1ccc([N+](=O)[O-])cc1	1.5	1156	1.6	983	-13%	1.7	0.17	1.2	-1.2	7.1	1.6	8.9	-17	10	-1	700	i	i	1
COc1cccc(/C=N/NC(=O)CCCC(=O)NC2CCCCC2)c1	-0.1	1445	0.9	1111	12%	-0.72	0.18	-0.57	0.76	1.9	4.6	8.6	-13	-17	4	646	i	i	-2
COc1ccc(N(CC(=O)NC2CCCCCCC2)S(=O)(=O)c2c(C)nn(C)c2C)cc1	0.58	946	-1.2	1154	-5%	-0.5	-0.2	-0.27	0.095	7.3	2.0	0.7	21	-4	nt	nt	i	i	4
Cc1cc(C(=O)OCC(=O)N2CC(=O)Nc3ccccc32)c(C)n1-c1ccccc1	0.03	1403	-0.3	995	12%	0.34	-0.11	0.12	-0.66	6.9	1.6	0.9	14	11	-1	594	i	i	-1
CCCOC(=O)c1ccc(Oc2c(-c3ccc(OC)cc3O)n[nH]c2C)cc1	-0.09	1599	1.2	1301	26%	-0.55	-0.29	0.14	-0.6	5.4	3.1	5.8	-3	12	nt	nt	i	i	-7
CC(=O)Nc1ccc2sc(C)nc2c1	-0.58	1349	-0.4	1346	-10%	0.47	-0.27	0.13	0.41	nt	nt	nt	nt	nt	-8	712	i	nt	nt
Fc1ccc(CSc2nnc(-c3cccs3)o2)cc1	0.6	1265	0.0	758	-27%	-0.21	-0.22	-0.28	0.84	3.6	1.8	6.6	11	14	nt	nt	i	i	-19
Cc1nc(Nc2ccccc2)[nH]c(=O)c1CCC(C)C	nt	nt	nt	nt	0%	0.6	-0.12	1	-0.99	2.8	1.8	9.2	-27	3	15	751	i	i	1
Cc1cccc(OCCn2c(=O)sc3ccccc32)c1	-0.66	837	-0.7	1137	5%	2.8	-0.16	1.5	-1	6.5	3.0	10	20	5	-4	698	i	i	-1
Cc1occc1-c1nnc(SCC(=O)N2CCN(c3ccccc3F)CC2)n1C	-0.05	1256	-0.6	574	5%	-0.49	-0.098	0.64	-0.51	2.2	3.2	7.5	-1	-2	-12	751	i	i	-31
O=[N+]([O-])c1ccc(N/N=C/c2ccc(OCc3cccc4ccccc34)cc2)nc1	nt	nt	-4.1	599	-101%	-0.12	4.4	0.72	0.018	5.5	5.2	20	17	10	21	776	i	+	31*
Cc1ccccc1C(=O)NNC(=O)Nc1ccccc1	-0.13	1162	-1.3	1088	12%	0.9	-0.31	0.72	-0.4	2.4	1.7	8.7	-6	10	1	684	i	i	3
CCc1[nH]nc(C(=O)N2CCCC(CCC(=O)N3CCN(c4ccccn4)CC3)C2)c1C (stereo not drawn)	nt	nt	-0.6	939	-12%	0.15	-0.097	0.17	-1.3	1.8	1.2	7.0	-8	-2	14	756	i	i	19
CN(/N=C/c1ccc(Cl)cc1Cl)c1ncc(Cl)cc1C(F)(F)F	-0.5	1381	-0.4	1150	4%	-0.17	-0.26	-0.32	0.32	nt	nt	nt	nt	nt	1	685	i	nt	nt
O=[N+]([O-])c1ccc(Oc2ccc(C(F)(F)F)cn2)cc1	0.27	1614	-2.7	994	2%	1.1	-0.13	0.89	-1.2	2.0	0.9	4.9	20	21	20	722	i	i	-11
O=C(CSc1nc2ccccc2c(=O)[nH]1)c1ccc(O)c(O)c1	0.44	1350	nt	nt	-5%	2	0.25	2.1	-2.8	2.1	2.4	5.3	-4	1	-26	645	i	i	13
O=C(N/N=C/C=C/c1ccco1)c1cccnc1	-0.71	912	-1.0	1111	2%	-0.87	-0.2	-0.24	1.2	3.1	2.1	6.9	-4	7	-4	768	i	i	0
CC(=O)c1ccc(C#CC(C)(C)O)s1	0.14	1666	0.2	1044	2%	0.7	-0.32	0.21	-0.44	6.4	3.1	13	5	-8	-21	619	i	i	2
Cn1c(SCC(=O)c2ccccc2)nnc1-c1ccccn1	-0.23	1033	-0.5	1353	-41%	-0.87	-0.28	-0.47	1.2	nt	nt	nt	nt	nt	2	676	i	nt	nt
Cc1ccc(OCC(=O)NCc2ccccn2)c(Br)c1	0.42	1281	-6.0	986	-52%	-0.55	-0.19	-0.11	0.69	1.6	2.0	11	4	-2	nt	nt	i	i	8
CCCOc1ccc(C(=O)Nc2ccc(Cl)cn2)cc1	0.31	847	nt	nt	-165%	-1.1	0.92	-0.59	0.63	1.5	1.7	9.9	11	11	15	777	i	i	-4
COc1ccccc1OCC(=O)NCc1cccs1	1	1588	-1.1	886	16%	0.95	-0.26	0.66	-0.7	2.0	3.3	14	-24	-8	nt	nt	i	i	-23
O=C(N/N=C/c1cc([N+](=O)[O-])ccc1O)c1ccc2c(c1)OCCO2	-0.27	1132	0.9	915	27%	0.7	-0.18	0.16	-0.46	8.9	1.9	12	13	9	-2	605	i	i	14
COc1ccccc1NC(=S)N(c1ccccc1)C(C)C	-0.17	1078	-0.1	1013	-9%	0.23	-0.26	-0.25	1.3	4.2	1.9	2.4	-3	-23	-3	648	i	i	2
CCOC(=O)c1csc(NC(=O)c2cc3ccccc3o2)n1	0.07	1268	6.4	890	-73%	0.32	-0.21	0.17	-0.095	nt	nt	nt	nt	nt	-20	662	i	nt	nt
CCOc1ccccc1OCCOCCN1CCN(Cc2ccccc2)CC1	-0.29	1503	0.1	1494	-12%	0.39	-0.29	-0.44	0.65	2.3	1.3	8.7	11	-16	0	724	i	i	-6
CCN(CC)S(=O)(=O)c1ccc(OC)c(NC(=O)c2ccc([N+](=O)[O-])cc2)c1	0.42	1181	0.4	1046	-6%	0.25	-0.33	0.57	-0.049	3.2	3.6	3.1	-13	8	-4	701	i	i	1
Cc1cccc(-n2c(SCC(=O)Nc3ncc(Cl)cc3Cl)nc3ccccc32)c1	0.28	1145	1.1	615	14%	0.31	-0.24	0.21	0.12	2.0	1.7	7.1	53	10	-6	592	i	i	8

Single entries from the list:
`CCCOc1ccc(C(=O)Nc2ccc(Cl)cn2)cc1` – MT stabilizer = 1.5
`O=C(N/N=C/c1cc([N+](=O)[O-])ccc1O)c1ccc2c(c1)OCCO2` – Dynein transport cytoplasmic EGFP = -0.18
`CCOc1ccccc1OCCOCCN1CCN(Cc2ccccc2)CC1` – WT yeast gro inh mutant strain = -16

Only part of the results is shown; rates above refer to the full screens.
